High-throughput results: PubChem BioAssay, several laboratories
HIV fusion peptide = cell-free HIV fusion peptide-binding blockers – biochemical, uHTS, fluorescence dequenching, primary screen (AID 1986); cell-free peptide binding, fluorescence dequenching, 30 min; higher % means a stronger effect; hit rate 0.3% among 290,000; inhibition, % at 20 µM; hits with a dose series show IC50 in µM; in the data active means inhibition mostly above about 52%, no sharp cut-off; inactive means mostly below about 76%; further: some results filed as inactive read as strong as hits
KOR beta-arrestin-1 = kappa opioid receptor activators – cell-based, luminescence, uHTS, primary screen (AID 1777); KOR beta-arrestin recruitment, luminescence; higher % means a stronger effect; one-dose activation, % at 10 µM; EC50 in µM for titrated hits; hit rate 0.02% among 280,000; in the data active means activation above about 50%, passing the limit was not always enough; further: a part of the inactive calls stands beside numbers as strong as those of hits
KOR beta-arrestin-2 = KOR antagonists, beta-arrestin recruitment, cell-based, luminescence, uHTS (AID 1778) | KOR beta-arrestin recruitment, luminescence, antagonist mode; higher % means a stronger effect | one-dose inhibition, % at 10 µM; IC50 in µM for titrated hits | hit rate 0.091% among 290,000; in the data active means inhibition above about 50%; further: strong numbers were not always called active
GPR55 LPI antagonism = inhibition of LPI-stimulated GPR55 beta-arrestin translocation – imaging, U2OS, beta-arrestin-GFP, LPI agonist, primary screen (AID 2013); U2OS GPR55 beta-arrestin-GFP translocation imaging, LPI antagonism; higher % means a stronger effect; inhibition, % at 10 µM; hits with a dose series show IC50 in µM; hit rate 0.13% among 290,000;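 active means spots per cell inhibited over 60%, with over 100 cells counted and total cytoplasm intensity under 500,000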;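 further: U2OS cells stably carrying GPR55 and arrestin-GFP stimulated by 5 µM LPI near EC80; imaged beta-arrestin-GFP aggregate spots per cell after agonist stimulation; plate controls were LPI-stimulated DMSO wells for no effect and DMSO wells without LPI for full effect; some results filed as inactive read as strong as hits; confirmed hits need IC50 under 10 µM and bright autofluorescent wells are also inconclusive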
West Nile virus CPE = West Nile virus antiviral activity, cell-based, CPE readout (AID 1621) | West Nile virus-infected cells, CPE inhibition; higher % means a stronger effect | CPE inhibition, % at 10 µM, or IC50 in µM where a hit was titrated | hit rate 0.02% among 290,000; in the data active means a potency from the dose series; further: strong numbers were not always called active
NS5 inhibitors = flavivirus cap methylation enzyme inhibition – biochemical, confirmation dose response, primary screen (AID 588689). inhibition, % at 25 µM, or IC50 in µM where a hit was titrated. Dengue-2 NS5 methyltransferase capping enzyme assay, biochemical; higher % means a stronger effect. hit rate 0.3% among 340,000; in the data active means a potency from the dose series
GPR55 activation = GPR55 agonists via beta-arrestin recruitment, primary screen, imaging, U2OS cells, beta-arrestin-GFP redistribution (AID 1961). U2OS GPR55 beta-arrestin-GFP redistribution imaging; higher % means a stronger effect. one-dose activation, % at 10 µM; EC50 in µM for titrated hits. hit rate 0.048% among 290,000;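 active means activation above 40% with more than 50 cells counted in the well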;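 further: U2OS osteosarcoma cells stably expressing GPR55 and beta-arrestin-GFP; plate controls were DMSO negative control for no effect and LPI positive control for full effect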
GPR35 antagonists = GPR35 antagonists blocking zaprinast-driven arrestin recruitment, primary screen, imaging, U2OS, beta-arrestin-GFP, zaprinast agonist (AID 2058); U2OS GPR35 beta-arrestin-GFP translocation imaging, zaprinast antagonism; higher % means a stronger effect; inhibition, % at 10 µM; hits with a dose series show IC50 in µM; hit rate 0.052% among 290,000;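 active means inhibition of at least 50% with at least 30 cells and total cytoplasm GFP at most 10,000,000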
NOD1 NF-kB reporter = NOD1 signaling inhibitors, primary screen, cell-based, luminescence, uHTS (AID 1578). NOD1-driven NF-kB luciferase reporter cells, luminescence; higher % means a stronger effect. hit rate 1% among 290,000. one-dose inhibition, % at 4 µM; EC50 in µM for titrated hits; in the data active means inhibition mostly above about 36%, no sharp cut-off; inactive means mostly below about 34%;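 further: HEK-293T reporter cells stimulated with the NOD1 agonist gamma-tri-DAP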
NS5 inhibitors pilot replicate = second read-out of NS5 inhibitors, no call of its own (marks repeat the call); inhibition, %; measured here: pilot screen replicate inhibition
Numbers without * were called inactive; / = no result given; & = joins results of further samples; [ ] = dose if it differs, or a comment.

SMILES	HIV fusion peptide	KOR beta-arrestin-1	KOR beta-arrestin-2	GPR55 LPI antagonism	West Nile virus CPE	NS5 inhibitors	GPR55 activation	GPR35 antagonists	NOD1 NF-kB reporter	others
NS(=O)(=O)c1cc2c(cc1Cl)NCNS2(=O)=O	-2.3%	-0.8%	-19%	1%	0.2%	-4%	-0.2%	-11%	-33%
COc1ccc(C(=O)N2CCN(c3nc(C4CC4)nc4sc(C)c(C)c34)CC2)cc1	-0.7%	-0.5%	0%	-7%	-0.1%	-12%	0.3%	6%	12%
COc1ccccc1NC(=O)N1CCN(CCc2ccccc2)CC1	0.4%	-2.2%	5%	-3%	0.0%	-13%	-0.2%	-3%	-5%
Cc1cc(O)c(Oc2cc(C)cc(O)c2O)c(O)c1	14%	0.0%	17%	10%	-0.5%	9%	-0.2%	0%	-6%
O=C(Cc1ccc(Br)cc1)OCC(=O)N1CCc2ccccc2C1	-1.4%	0.0%	-14%	18%	-0.6%	-5%	0.6%	8%	-13%
COc1cccc(/C=C2\Oc3cc(OCC(=O)N4CCCCC4)ccc3C2=O)c1OC	-1.6%	-2.4%	-30%	-15%	1.2%	0%	0.6%	12%	5%
CCc1[nH]nc(C(=O)N2CCCC(CO)(Cc3ccc(F)cc3F)C2)c1C (stereo unspecified)	1.6%	2.2%	-15%	8%	-0.1%	5%	-0.2%	5%	-14%
Cc1cc([N+](=O)[O-])ccc1NC(=O)Nc1ccc(F)cc1F	0.0%	-4.5%	-10%	0%	-1.5%	-17%	-0.2%	-14%	-5%
CCc1ccc(NC(=O)C2CCN(S(=O)(=O)c3c(C)noc3C)CC2)cc1	2.9%	4.2%	-34%	6%	-0.1%	-2%	-0.2%	11%	6%
O=c1cc(CSc2ccc(S(=O)(=O)N3CCCCC3)cn2)nc2sccn12	3.0%	-2.9%	21%	-16%	0.1%	13%	-0.1%	-3%	-5%
Cc1sc2ncn(CC(=O)NCCCC(=O)N3CCN(c4ccccn4)CC3)c(=O)c2c1C	0.9%	4.1%	-48%	-15%	0.3%	-9%	0.0%	1%	25%
COc1ccc(-c2cc(Cl)cc3c(=O)c4ccccc4n(C)c23)cc1F	2.9%	-0.2%	-12%[20 µM]	-2%	-0.7%	3%	1.1%	-15%	-18%
O=C(CSc1nc2ncc(Br)cc2[nH]1)Nc1ccc2c(c1)OCO2	0.7%	2.8%	32%	11%	-0.1%	-6%	-0.2%	3%	-34%
O=C(c1ccco1)N(Cc1cccc(F)c1)C1CCS(=O)(=O)C1 (stereo unspecified)	1.0%	3.6%	-11%	8%	-0.2%	-6%	-0.1%	1%	1%
CC(C)c1ccc(NS(=O)(=O)c2cccc3cccnc23)cc1	-1.6%	-3.2%	20%	12%	-0.9%	-3%	1.2%	-10%	4%
NC(=S)Nc1ccc2cn[nH]c2c1	-0.6%	1.6%	-30%	2%	0.7%	-6%	0.1%	-8%	-26%
O=C1c2ccccc2-c2nc3ccccc3n21	2.5%	-1.7%	25%	5%	0.3%&0.1%	3%&-16%	0.0%	13%	-2%
CCOc1ccc2nc(Cl)c(CN(C(=O)c3cnccn3)C3CCCC3)cc2c1	0.4%	-0.1%	-9%	-1%	-0.7%	-3%	0.0%	-17%	-32%
CC(=O)N/C(=C\c1ccc(Cl)cc1)C(=O)O	-2.3%	0.7%	-11%	-7%	0.3%	/	-0.2%	7%	2%
CC1=C(/C=C/C(C)=C/C=C/C(C)=C/C(=O)O)C(C)(C)CCC1	13%	-1.9%	-7%	4%	3.3%	1%	0.2%	-8%	-12%
CC1=Nn2c(nnc2-c2ccc(F)cc2)SC1	1.0%	-1.6%	-5%	2%	0.1%	-3%	0.2%	-8%	-26%
CC(C)NC(=O)CSc1nnc2sc3ccccc3n12	1.5%	0.0%	15%	0%	0.5%	0%	-0.3%	-1%	-8%
O=[N+]([O-])c1cccc(CN2CCN(S(=O)(=O)Cc3ccccc3)CC2)c1	0.3%	-0.1%	12%	7%	0.3%	-1%	-0.2%	9%	-18%
O=C(CCC(=O)N1CCOc2ccccc21)Nc1ccccc1Br	-1.2%	-6.3%	24%[20 µM]	7%	-0.2%	1%	0.5%	-4%	-28%
CC(C)OC(=O)CSc1nnc(-c2ccc(Cl)cc2Cl)o1	-1.4%	-2.6%	21%	14%	0.5%	-3%	0.2%	-18%	-8%
SMILES	HIV fusion peptide	KOR beta-arrestin-1	KOR beta-arrestin-2	GPR55 LPI antagonism	West Nile virus CPE	NS5 inhibitors	GPR55 activation	GPR35 antagonists	NOD1 NF-kB reporter	others
CCOC(=O)C1=C(C)NC(C)=C(C(=O)OCC)C1c1cc(N)ccc1OC(F)F	-1.1%	-5.1%	8%	7%	-0.9%	-5%	-0.1%	8%	-20%
O=C(COC(=O)CCC(=O)c1cccs1)Nc1ccc(S(=O)(=O)N2CCOCC2)cc1	0.6%	3.3%	-30%	-11%	/	-5%	0.2%	-11%	-7%
COc1cccc(NC(=O)N2C3CCCC2CC(NC(=O)C(C)(C)C)C3)c1 (stereo unspecified)	-0.6%	-3.4%	7%	9%	-1.2%	-7%	-0.2%	-2%	-5%
CCCCn1c(CCNC(=O)CC)nc2ccccc21	3.0%	0.5%	2%	1%	-0.3%	-3%	0.4%	-24%	-21%
COc1ccc(CN2CCNC(=O)C2CC(=O)NCCc2cnccn2)cc1C (stereo unspecified)	2.3%	2.8%	-18%	1%	1.1%	-3%	0.0%	-1%	-22%
COc1cccc(C(=O)Nc2ccc3[nH]ncc3c2)c1	0.9%	-4.4%	-10%[20 µM]	-6%	-0.4%	-17%	-0.4%	7%	-42%
COc1ccc(O)c(/C=N/NC(=O)CCC(=O)Nc2ccc(F)cc2)c1	1.3%	-1.4%	-14%	-14%	-0.1%	-1%	0.0%	-6%	-21%
Cc1ccc(C(=O)NCC(=O)OCC(=O)NC2CCCCCCC2)cc1	1.9%	-1.1%	26%	9%	0.0%	-3%	0.5%	15%	-21%
CCOc1ccccc1CNC(=O)Cn1ccc2cc(S(=O)(=O)N3CCCC3)ccc21	-0.9%	-5.1%	-3%	-7%	-0.3%	-5%	0.9%	-15%	-17%
CC(C)(C)C1CCC(C(=O)OCC(=O)c2ccc[nH]2)CC1 (stereo unspecified)	4.6%	5.5%	-31%	9%	-0.7%	0%	0.5%	-2%	-19%
CS(=O)(=O)N(CC(=O)N1CCN(c2ccccc2)CC1)c1ccc(Cl)c(C(F)(F)F)c1	-1.2%	0.8%	-31%	5%	-1.0%	-6%	-0.1%	20%	9%	NS5 inhibitors pilot replicate=-4.0
O=C(COc1ccc(Cl)cc1)Nc1ccc(NC(=O)c2ccco2)cc1	1.3%	0.5%	-10%	2%	-0.7%	-4%	-0.1%	9%	-13%
CCC1CCCCN1CC(=O)Nc1cc(C)nn1-c1nc(C)cc(C)n1 (stereo unspecified)	0.1%	-5.7%	-16%	-9%	0.4%	-2%	-0.2%	12%	-12%
CO/N=C/c1c(C(=O)OC)nn(-c2ccccc2)c1Cl	-0.1%	-2.5%	-16%[20 µM]	2%	-0.2%	0%	-0.1%	-13%	-14%
CSc1ccc(NC(=O)C(C)N2CCN(C)CC2)cc1 (stereo unspecified)	-0.2%	-0.1%	23%	1%	-0.2%	-2%	0.2%	-12%	-8%
CN(CC(=O)N1CCCC1)S(=O)(=O)c1cc(Cl)ccc1Cl	-2.4%	-5.2%	-20%	9%	-0.6%	-7%	-0.2%	4%	21%
COc1ccccc1CC(=O)Nc1ccc([N+](=O)[O-])cc1OC	-1.8%	-1.0%	-16%	-3%	-1.1%	-4%	0.3%	-5%	-7%
Cc1nn(CCC(=O)O)c2nc(-c3cccnc3)cc(C(F)(F)F)c12	1.1%	-2.2%	-4%	9%	0.3%	0%	-1.0%	3%	-7%
O=C(COC(=O)CNC(=O)c1sc2ccccc2c1Cl)Nc1cc(Cl)cc(Cl)c1	0.3%	-0.2%	-13%	11%	-0.3%	-5%	0.1%	6%	-37%
COc1ccc(CNC(=S)Nc2cc(C)cc(C)c2)cc1	-1.2%	3.9%	-22%	-2%	0.4%	1%	0.6%	10%	-21%
CC(NC(=O)c1ccc(F)cc1)C(c1cccs1)N1CCN(C)CC1 (stereo unspecified)	1.5%	3.9%	-2%	-1%	-0.1%	0%	0.8%	-5%	-15%
COc1ccc(NC(=O)CS(=O)c2cccc(C(F)(F)F)c2)cc1 (stereo unspecified)	2.3%	7.8%	-27%	11%	0.5%	-4%	-0.1%	2%	-25%
CCOc1ccccc1OCCC(=O)Nc1ccc(F)c(Cl)c1	1.5%	1.4%	23%	15%	-0.8%	0%	0.1%	-12%	-3%
CCOC(=O)c1c(NC(=O)CSc2nnc(-c3cccnc3)o2)sc(C)c1C	-0.8%	-2.1%	3%	-3%	0.9%	-4%	0.0%	-7%	-30%
COc1ccc(C(=O)Nc2ccccc2C(=O)N/N=C/c2ccncc2)cc1OC	0.2%	3.5%	-18%	2%	-0.5%	6%	-0.2%	8%	-12%

Fetched one by one from above, three records:
SMILES	HIV fusion peptide	KOR beta-arrestin-1	KOR beta-arrestin-2	GPR55 LPI antagonism	West Nile virus CPE	NS5 inhibitors	GPR55 activation	GPR35 antagonists	NOD1 NF-kB reporter	others
COc1cccc(C(=O)Nc2ccc3[nH]ncc3c2)c1	0.9%	-4.4%	-10%[20 µM]	-6%	-0.4%	-17%	-0.4%	7%	-42%
O=C(c1ccco1)N(Cc1cccc(F)c1)C1CCS(=O)(=O)C1 (stereo unspecified)	1.0%	3.6%	-11%	8%	-0.2%	-6%	-0.1%	1%	1%
COc1ccc(CNC(=S)Nc2cc(C)cc(C)c2)cc1	-1.2%	3.9%	-22%	-2%	0.4%	1%	0.6%	10%	-21%

Next entries.
SMILES	HIV fusion peptide	KOR beta-arrestin-1	KOR beta-arrestin-2	GPR55 LPI antagonism	West Nile virus CPE	NS5 inhibitors	GPR55 activation	GPR35 antagonists	NOD1 NF-kB reporter	others
Cc1cccc(N2CCN(c3ccc(NC(=O)/C=C\C(=O)O)cc3)CC2)c1	0.6%	-1.8%	-41%[20 µM]	-5%	-0.4%	-4%	-0.1%	12%	20%
CCN(CCO)c1nc(N2CCCCC2)c2cnn(C)c2n1	-1.8%	5.0%	-2%	13%	0.1%	4%	0.6%	-10%	-17%
Cc1ccc(NC(=O)c2ccc3ccccc3n2)cc1S(=O)(=O)N1CCOCC1	2.9%	0.2%	-22%	9%	-0.7%	-2%	0.1%	-15%	17%
COc1ccc(-c2c3c(=O)n(C)c(=O)n(C)c3cn2NC(C)=O)cc1	2.6%	1.1%	0%	4%	-0.8%	-3%	0.5%	-15%	-7%
COc1ccc(N2CCN(C(=O)NC3CC(=O)N(c4ccc(OC)cc4)C3)CC2)cc1 (stereo unspecified)	1.9%	-3.0%	22%	13%	0.0%	-6%	-0.5%	6%	-26%
CCC(C)[C@H](NC(=O)NCCC1=CCCCC1)C(=O)OC (stereo partly specified)	-1.2%	-1.3%	29%	11%	-0.3%	2%	-0.1%	-6%	3%
N/C(CCS(=O)(=O)c1ccc(Cl)cc1)=N\OC(=O)c1ccc(Cl)cc1	-1.3%	-0.4%	24%	12%	0.0%	-3%	-0.2%	-10%	1%

A portion of the library; the hit share may differ from the screen's.
